Bioassay records deposited in PubChem BioAssay by Sanford-Burnham Center for Chemical Genomics.
CCR6 antag = antagonists of human CCR6 receptor; 340,000 compounds, 0.49% hits; inhibition, % at 20 µM; CHO-K1 CCR6 PathHunter beta-arrestin, luminescence, CCL20-stimulated; P51684;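 active = compounds whose inhibition of the agonist-driven luminescence signal at 20 µM reaches about 50%, limit read from the data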;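 also: cells stimulated with CCL20 at 14 nM final; plate controls were DMSO with CCL20 for no effect and DMSO without agonist for full effect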
tim23-1 inh = tim23-1 yeast growth inhibition; inhibition, % at 20 µM; 330,000 compounds, 1.3% hits; S. cerevisiae tim23-1 growth, BacTiter-Glo luminescence, 24 h;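 active = growth inhibition of the mutant yeast at or above 50%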;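 also: temperature-sensitive mutant grown at 25 °C; plate controls were DMSO-treated mutant yeast for no effect and medium wells lacking yeast for full effect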
APJ agonist = activates the human apelin receptor APJ; CHO-K1 APJ PathHunter beta-arrestin, luminescence; 0% DMSO wells, 100% apelin; activation, % at 20 µM; 330,000 compounds, 0.11% hits;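 active = activation more than six SD over the plate average, tested at 20 µM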;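 also: 0% = DMSO alone and 100% = apelin-13 at 10 nM; some results filed as inactive read as strong as hits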
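Assay system – PathHunter CHO-K1 APJ (AGTRL-1) beta-arrestin reporter cells · Compound – one dose, 20 µM compound, 1% DMSO · Timing – compound 90 min 25 °C, reagent 1 h · Measured by – luminescence from split beta-galactosidase complementation, Galacton Star/Emerald II substrate · Measure – beta-arrestin recruitment to APJ as agonist activity, luminescent signal · Benchmarks – DMSO vs Apelin-13 10 nM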
EBI2 antag = blocks human EBI2 receptor beta-arrestin signaling; P32249; EBI2 beta-arrestin recruitment, luminescence, 7a,25-OHC stimulated; inhibition, % at 5 µM; 360,000 compounds, 0.81% hits; AID 651636; in the data active = inhibition above about 38%;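 also: enzyme fragment complementation signal reports receptor beta-arrestin coupling in cells; 0% = agonist plus DMSO wells and 100% = wells without agonist; some results beyond the cut were filed as inactive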
CHOP UPR activ = apoptotic UPR (CHOP) activation | CHO-CHOP luciferase reporter, luminescence; percent of tunicamycin response over DMSO baseline | activation, % at 10 µM | 330,000 compounds, 0.34% hits | AID 449763;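 active = at 10 µM dose, activation of 40% or more, normalized to positive control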;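 also: 100% = tunicamycin at 10 µg/mL and 0% = DMSO alone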
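measured by = luciferase luminescence | assay system = CHO-CHOP cells, stable luciferase reporter of PERK-eIF2a-CHOP signalling | amount = 500 reporter cells seeded per well | timing = 6 h compound exposure at 37 °C after overnight seeding | controls = positive tunicamycin 10 µg/mL, negative DMSO alone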
APJ antagonist = antagonists of human APJ apelin receptor; CHO-K1 APJ beta-arrestin complementation, luminescence; inhibition, % at 20 µM; 330,000 compounds, 0.32% hits;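 active = inhibition above about 40% at 20 µM, limit read from the data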;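 also: cells challenged with 10 nM apelin-13 agonist together with compound; plate controls were apelin-13 plus DMSO wells for no effect and DMSO wells lacking apelin-13 for full effect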
XBP1 UPR activ = adaptive UPR (XBP1) activation. CHO-XBP1 luciferase reporter, IRE1-XBP1 UPR activation, luminescence; percent of tunicamycin response, DMSO as zero. activation, % at 20 µM. 330,000 compounds, 0.33% hits. AID 463104;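 active = versus positive control, 20 µM dose yields 30% or more activation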;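 also: 100% = tunicamycin at 10 µg/mL and 0% = DMSO only wells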
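Material: CHO cell line with stable XBP1 luciferase reporter; buffer or medium: F12 medium containing 10% fetal bovine serum; compound: single point, 20 µM final compound, 1% DMSO; incubation: 6 h treatment, 37 °C; measured by: glow luminescence from Steady-Glo reagent; evaluation: activation, % of tunicamycin; control set: tunicamycin high, DMSO low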
CXCR6 block = CXCR6 (human) receptor inhibition | inhibition, % at 20 µM | CHO-K1 PathHunter CXCR6 beta-arrestin, luminescence | O00574 | 360,000 compounds, 0.36% hits; in the data active = inhibition above about 34%, passing the limit was not always enough;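 also: antagonist mode with CXCL16 agonist at 10 nM final; 0% = 10 nM CXCL16 with DMSO and 100% = unstimulated wells without agonist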
Mdm2 MdmX PPI = disrupts the human Mdm2-MdmX interaction; O15151+Q00987; 330,000 compounds, 3% hits; SaOS-2 split-luciferase Mdm2/MdmX complementation, luminescence; inhibition, % at 8 µM;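 active = inhibition of at least 50% at 8 µM in the primary screen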
Target sequence (O15151 whole entry, looked up): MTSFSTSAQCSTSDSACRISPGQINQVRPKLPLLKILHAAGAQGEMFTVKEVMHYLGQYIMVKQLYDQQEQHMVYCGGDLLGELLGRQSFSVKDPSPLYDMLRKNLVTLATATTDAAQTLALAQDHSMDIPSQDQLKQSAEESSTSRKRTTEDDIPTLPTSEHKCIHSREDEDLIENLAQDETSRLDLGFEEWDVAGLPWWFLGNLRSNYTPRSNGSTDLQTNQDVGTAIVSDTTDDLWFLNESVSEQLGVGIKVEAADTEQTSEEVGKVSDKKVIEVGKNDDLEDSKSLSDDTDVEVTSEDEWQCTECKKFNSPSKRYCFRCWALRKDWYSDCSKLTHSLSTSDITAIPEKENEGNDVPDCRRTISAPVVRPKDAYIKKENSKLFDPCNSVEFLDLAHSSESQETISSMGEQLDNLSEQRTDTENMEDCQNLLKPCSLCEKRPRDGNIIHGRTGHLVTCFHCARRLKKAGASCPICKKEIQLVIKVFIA
Target sequence (Q00987 whole entry, looked up): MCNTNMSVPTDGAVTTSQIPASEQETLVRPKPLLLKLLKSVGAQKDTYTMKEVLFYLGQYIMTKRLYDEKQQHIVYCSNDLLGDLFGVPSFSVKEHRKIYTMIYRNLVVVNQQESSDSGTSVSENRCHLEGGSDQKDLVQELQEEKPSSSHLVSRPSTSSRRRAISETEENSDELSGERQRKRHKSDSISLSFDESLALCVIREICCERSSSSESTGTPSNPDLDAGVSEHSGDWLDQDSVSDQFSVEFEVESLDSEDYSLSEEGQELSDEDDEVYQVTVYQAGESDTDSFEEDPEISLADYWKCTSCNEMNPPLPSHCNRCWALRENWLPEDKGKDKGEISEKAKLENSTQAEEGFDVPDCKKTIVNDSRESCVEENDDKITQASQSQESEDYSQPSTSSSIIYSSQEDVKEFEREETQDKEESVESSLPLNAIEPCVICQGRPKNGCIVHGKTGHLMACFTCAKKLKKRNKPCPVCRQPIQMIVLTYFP
Active calls of the source: *.

(1) CC(=O)NCC(=O)OC(C(=O)c1ccccc1)c1ccc(Cl)cc1 (stereo not given)
(2) CCC(C)c1ccc(S(=O)(=O)N2CCN(c3ccccn3)CC2)cc1 (stereo not given)
(3) Cc1nnc(-c2ccc(N3CCCCCC3)c([N+](=O)[O-])c2)o1
(4) N#CCCn1c(SCC(=O)c2c[nH]c3ccccc23)nc2ccccc21
(5) O=C(CSc1nnc(-c2ccc(C(F)(F)F)cn2)o1)Nc1ccccc1Cl

| Compound | 1 | 2 | 3 | 4 | 5 |
| --- | --- | --- | --- | --- | --- |
| CCR6 antag | 13.9 | 19.4 | 13.8 | 8.6 | 13.0 |
| tim23-1 inh | 4.1 | 7.0 | 15.2 | 16.8 | -7.3 |
| APJ agonist | -2.0 | -0.3 | -6.1 | -3.2 | 1.9 |
| EBI2 antag | 3.2 | 3.3 | -0.3 | -7.0 | -9.8 |
| CHOP UPR activ | 2.2 | -1.0 | 4.3 | -1.0 | -1.0 |
| APJ antagonist | 26.6 | 10.6 | 12.6 | -1.3 | 1.2 |
| XBP1 UPR activ | -2.5 | -2.5 | 2.0 | -0.8 | 1.4 |
| CXCR6 block | 6.4 | -2.2 | 4.7 | 2.3 | -2.3 |
| Mdm2 MdmX PPI | -2.2 | 19.0 | -7.9 | 3.9 | -21.5 |

(6) Fc1ccc(-c2nnc(-c3ccc(Cl)cc3Cl)o2)cc1
(7) CC(=O)N1CCOc2ccc(S(=O)(=O)NCc3ccc(Cl)cc3)cc21
(8) O=C(COC(=O)COc1ccccc1)NC12CC3CC(CC(C3)C1)C2
(9) Cc1cccc(S(=O)(=O)Nc2nc3ccccc3nc2OC(C)C)c1
(10) c1ccc(Sc2ccccc2CN2CCCC2)cc1

| Compound | 6 | 7 | 8 | 9 | 10 |
| --- | --- | --- | --- | --- | --- |
| CCR6 antag | 1.5 | 4.9 | -3.8 | 4.4 | 11.5 |
| tim23-1 inh | -2.9 | 8.5 | 16.4 | 52.9* | -27.2 |
| APJ agonist | -0.9 | 3.6 | -3.4 | -3.2 | -0.1 |
| EBI2 antag | 9.4 | -12.0 | -18.1 | 2.8 | 1.9 |
| CHOP UPR activ | -7.6 | -1.7 | -0.8 | 0.9 | -1.3 |
| APJ antagonist | -63.9 | 16.2 | -0.2 | 0.5 | 7.5 |
| XBP1 UPR activ | -7.7 | -3.2 | -2.8 | 1.1 | 2.2 |
| CXCR6 block | -0.4 | 4.4 | 1.8 | 0.1 | 2.6 |
| Mdm2 MdmX PPI | -199.3 | -3.3 | -2.7 | -0.4 | 15.6 |

Given with tabs: entries from further up.
#	mol	CCR6 antag	tim23-1 inh	APJ agonist	EBI2 antag	CHOP UPR activ	APJ antagonist	XBP1 UPR activ	CXCR6 block	Mdm2 MdmX PPI
7	CC(=O)N1CCOc2ccc(S(=O)(=O)NCc3ccc(Cl)cc3)cc21	4.9	8.5	3.6	-12.0	-1.7	16.2	-3.2	4.4	-3.3
8	O=C(COC(=O)COc1ccccc1)NC12CC3CC(CC(C3)C1)C2	-3.8	16.4	-3.4	-18.1	-0.8	-0.2	-2.8	1.8	-2.7

Carrying on:
(11) Cc1cc(C)c(S(=O)(=O)N(C)Cc2cnn(C)c2)c(C)c1
(12) COC(CNC(=O)c1ccc(CS(=O)(=O)c2ccc(Br)cc2)o1)OC
(13) Nc1c(C(=O)NCc2ccccc2)nnn1Cc1ccc(F)cc1
(14) CCOc1cc(C(=O)Nc2cccc(C(C)=O)c2)ccc1OCC(=O)N1CCCCC1
(15) Clc1ccc2nc(N3CCNCC3)nc(-c3ccccc3)c2c1

| Compound | 11 | 12 | 13 | 14 | 15 |
| --- | --- | --- | --- | --- | --- |
| CCR6 antag | 1.5 | 9.2 | -8.4 | 6.7 | 19.6 |
| tim23-1 inh | 11.4 | 7.4 | 7.7 | 14.3 | -8.0 |
| APJ agonist | 1.6 | -3.5 | -3.2 | -4.0 | -2.4 |
| EBI2 antag | -11.8 | 3.6 | -4.0 | -7.9 | -16.2 |
| CHOP UPR activ | -2.3 | -1.0 | -2.8 | 1.6 | 2.1 |
| APJ antagonist | -5.5 | -8.1 | 7.3 | -16.0 | 5.4 |
| XBP1 UPR activ | 0.0 | 0.6 | -0.9 | -4.6 | 22.8 |
| CXCR6 block | 0.8 | -4.8 | -1.4 | -1.0 | 0.6 |
| Mdm2 MdmX PPI | 13.0 | 12.2 | 0.4 | -6.7 | 63.6* |

Records listed so far that bear a hit mark in Mdm2 MdmX PPI.
cpd	Molecule	CCR6 antag	APJ agonist	EBI2 antag	APJ antagonist	XBP1 UPR activ	CXCR6 block	Mdm2 MdmX PPI
15	Clc1ccc2nc(N3CCNCC3)nc(-c3ccccc3)c2c1	19.6	-2.4	-16.2	5.4	22.8	0.6	63.6*

Compound profiles, from the list above:
O=C(CSc1nnc(-c2ccc(C(F)(F)F)cn2)o1)Nc1ccccc1Cl is entered as CCR6 antag: 13.0; tim23-1 inh: -7.3; APJ agonist: 1.9; EBI2 antag: -9.8; CHOP UPR activ: -1.0; APJ antagonist: 1.2; XBP1 UPR activ: 1.4; CXCR6 block: -2.3; Mdm2 MdmX PPI: -21.5
N#CCCn1c(SCC(=O)c2c[nH]c3ccccc23)nc2ccccc21 is entered as CCR6 antag: 8.6; tim23-1 inh: 16.8; APJ agonist: -3.2; EBI2 antag: -7.0; CHOP UPR activ: -1.0; APJ antagonist: -1.3; XBP1 UPR activ: -0.8; CXCR6 block: 2.3; Mdm2 MdmX PPI: 3.9

Continuation:
(16) CCOc1ccc(C(=O)Nc2nnc(SCC(=O)NCC3CCCO3)s2)cc1OCC (stereo not given)
(17) Cc1ccccc1C(=O)c1cccn1CC(=O)N1CCCCC1
(18) O=C(NC(=S)Nc1nc(-c2ccc(Br)cc2)cs1)c1cccnc1
(19) Cc1nn(CC(=O)NCC2CCCO2)c(=O)c2cc3ccccc3n12 (stereo not given)
(20) c1ccc(CNc2ncnc3scc(-c4cccs4)c23)nc1

| Compound | 16 | 17 | 18 | 19 | 20 |
| --- | --- | --- | --- | --- | --- |
| CCR6 antag | 0.0 | 2.0 | 22.6 | -3.5 | 9.3 |
| tim23-1 inh | -2.7 | 10.4 | 2.2 | -3.5 | 24.9 |
| APJ agonist | 12.4 | 6.3 | -1.5 | 3.8 | 3.8 |
| EBI2 antag | -5.2 | 9.8 | -4.2 | -14.2 | 6.6 |
| CHOP UPR activ | 1.3 | 1.3 | -0.9 | -0.3 | -1.5 |
| APJ antagonist | 4.4 | 1.8 | 1.6 | -21.6 | 4.2 |
| XBP1 UPR activ | 0.0 | -4.6 | -1.0 | -4.1 | 1.6 |
| CXCR6 block | -3.2 | 1.3 | 13.7 | -12.7 | -0.5 |
| Mdm2 MdmX PPI | -9.5 | -10.1 | -17.0 | 1.6 | 23.7 |

(21) COc1ccc(CN2C(=O)CSC2c2ccncc2)cc1 (stereo not given)
(22) O=C(N/N=C/c1cn(-c2ccccc2)nc1-c1cc2ccccc2o1)c1ccncc1
(23) CCn1cc(C(=O)N[C@@H](C)C(=O)NCCCN2CCOCC2)c(=O)c2cc3c(cc21)OCO3
(24) Cc1ccc(S(=O)(=O)CCC(=O)NCc2ccccc2F)cc1
(25) CCC(=O)Nc1nc2c(s1)COc1ccccc1-2

| Compound | 21 | 22 | 23 | 24 | 25 |
| --- | --- | --- | --- | --- | --- |
| CCR6 antag | 1.4 | 0.4 | 6.0 | 3.7 | -1.8 |
| tim23-1 inh | -2.3 | 34.3 | -11.0 | -3.5 | 20.5 |
| APJ agonist | 7.8 | 4.1 | -4.9 | 0.0 | -4.3 |
| EBI2 antag | -1.8 | 13.4 | 8.5 | 3.8 | -0.5 |
| CHOP UPR activ | 0.3 | 15.3 | 0.1 | 2.1 | 3.0 |
| APJ antagonist | -12.5 | -10.2 | -18.8 | 5.9 | 13.3 |
| XBP1 UPR activ | -1.0 | 8.7 | 0.1 | -0.6 | 1.1 |
| CXCR6 block | -6.0 | -5.6 | 3.5 | -10.8 | 1.8 |
| Mdm2 MdmX PPI | 3.7 | -51.2 | 14.1 | 2.3 | -19.2 |

Ordered by value in CXCR6 block (descending): some entries from above.
| cpd | Molecule | CXCR6 block |
| --- | --- | --- |
| 23 | CCn1cc(C(=O)N[C@@H](C)C(=O)NCCCN2CCOCC2)c(=O)c2cc3c(cc21)OCO3 | 3.5 |
| 25 | CCC(=O)Nc1nc2c(s1)COc1ccccc1-2 | 1.8 |
| 22 | O=C(N/N=C/c1cn(-c2ccccc2)nc1-c1cc2ccccc2o1)c1ccncc1 | -5.6 |
| 21 | COc1ccc(CN2C(=O)CSC2c2ccncc2)cc1 (stereo not given) | -6.0 |

Only part of the results is shown, so the mix of outcomes need not match the whole.
